NALP1 yeast inh: NALP1 inhibition; inhibition, % at 10 µM; 280,000 tested, 0.61% active; S. cerevisiae NALP1/ASC/caspase-1 growth, X-gal OD620, 72 h; in the data active means inhibition mostly above about 24%, no sharp cut-off; inactive means mostly below about 32%; further: some compounds called inactive have numbers as strong as hits
GPR7 antagonist: antagonists of human GPR7 (neuropeptides B/W receptor 1); inhibition, % at 4.4 µM; 290,000 tested, 1.1% active; P48145; GPR7-expressing cells, fluorescence antagonist assay; in the data active means inhibition above about 16%, passing the limit was not always enough;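 further: cells stimulated with the agonist NPW; 0% = agonist with vehicle and 100% = vehicle without agonist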
Target sequence (P48145 whole entry, looked up): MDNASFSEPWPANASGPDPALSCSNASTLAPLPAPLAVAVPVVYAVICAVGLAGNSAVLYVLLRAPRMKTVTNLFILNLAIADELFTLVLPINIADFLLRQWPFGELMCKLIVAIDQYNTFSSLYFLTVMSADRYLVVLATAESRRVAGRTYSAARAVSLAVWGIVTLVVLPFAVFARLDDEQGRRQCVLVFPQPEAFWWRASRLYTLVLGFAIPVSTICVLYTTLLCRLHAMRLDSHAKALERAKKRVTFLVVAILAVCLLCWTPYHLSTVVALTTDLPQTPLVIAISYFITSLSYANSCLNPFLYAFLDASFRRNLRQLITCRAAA
MEKK2wt PB1 HTS: raises or lowers MEK5 binding to wildtype human MEKK2 PB1 domain; bead flow cytometry, Alexa488-MEK5 binding to MEKK2 WT; actives lie on both sides; binding response (% of control), % at 10 µM; Q9Y2U5; 290,000 tested, 1.1% active; in the data active means binding response below about 67% or above about 130%
GalR3 antag: antagonists of human GalR3. inhibition, % at 3 µM. HEK293 GalR3-CNG cAMP membrane potential fluorescence; galR3 body fused to GalR1 C-terminus. 360,000 tested, 0.44% active. O60755;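 active means inhibition above the screen-wide average plus 3 SD, cut at about 13% in these data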;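 further: forskolin and galanin both at EC90 stimulate the cells; cAMP rise reported by CNG channel membrane potential dye signal; 0% = forskolin plus galanin with DMSO and 100% = forskolin alone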
MEKK2mut PB1 HTS: signal of MEK5 binding to mutant human MEKK2 PB1 domain. bead flow cytometry, Alexa488-MEK5 binding to MEKK2 mutant. percent response, % at 10 µM. 290,000 tested, 0.35% active. AID 1530; in the data active means percent response above about 24%, passing the limit was not always enough; further: inactives centre near 1; some results filed as inactive read as strong as hits; reference of the scale not given here
PHOSPHO1 block: blocks human PHOSPHO1 phosphatase activity | Q8TCT1 | recombinant PHOSPHO1, absorbance phosphatase assay | inhibition, % at 13.3 µM | 290,000 tested, 1.1% active; in the data active means inhibition above about 60%
MEKK3 PB1 HTS: raises or lowers MEK5 binding to the human MEKK3 PB1 domain; AID 1529; binding response (% of control), % at 10 µM; 290,000 tested, 1.4% active; bead-based flow cytometry, Alexa488-MEK5 binding to MEKK3; actives lie on both sides; 0 = blocked by unlabeled MEK5, 100 = vehicle;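 active means binding response more than 3 SD above or below the average of its plate-row segment, actives on both sides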;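 further: Alexa488 bead fluorescence after subtracting the streptavidin-only scavenger bead signal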
Target sequence (Q99759 whole entry, looked up, the tested form may be a part): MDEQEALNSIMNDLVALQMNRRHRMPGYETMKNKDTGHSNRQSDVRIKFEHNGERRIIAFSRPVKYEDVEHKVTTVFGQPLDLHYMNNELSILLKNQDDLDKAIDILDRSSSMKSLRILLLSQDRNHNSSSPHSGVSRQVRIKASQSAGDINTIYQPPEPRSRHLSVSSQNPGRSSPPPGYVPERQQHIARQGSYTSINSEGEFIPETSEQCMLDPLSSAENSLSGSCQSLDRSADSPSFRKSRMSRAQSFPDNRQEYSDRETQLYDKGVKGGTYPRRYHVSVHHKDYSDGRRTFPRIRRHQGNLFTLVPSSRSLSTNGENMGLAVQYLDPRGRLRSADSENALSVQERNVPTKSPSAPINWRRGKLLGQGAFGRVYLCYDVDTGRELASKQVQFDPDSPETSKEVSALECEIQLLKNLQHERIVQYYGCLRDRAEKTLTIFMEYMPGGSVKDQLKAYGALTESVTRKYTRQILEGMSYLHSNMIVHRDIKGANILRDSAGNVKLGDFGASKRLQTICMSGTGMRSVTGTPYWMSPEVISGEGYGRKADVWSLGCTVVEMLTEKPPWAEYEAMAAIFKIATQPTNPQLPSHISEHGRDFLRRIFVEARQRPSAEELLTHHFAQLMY
V1aR counter: V1a receptor agonism, counter-screen for OXTR agonists; P37288; CHO-V1R cells, Fluo-8 calcium fluorescence, agonist mode; 0% DMSO, 100% 3 nM vasopressin; activation, % at 3 µM; 320,000 tested, 0.25% active; AID 2797;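 active means activation above the mean activation of all tested compounds plus 3 SD, per screening run, cut at about 20% in these data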;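 further: signal is peak over basal fluorescence ratio across a 100 second FLIPR read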
OXTR agonist: human OXTR agonism. P30559. CHO-OTR cells, Fluo-8 calcium fluorescence; normalized: DMSO 0%, oxytocin 100%. activation, % at 3 µM. 320,000 tested, 0.32% active. AID 2435;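 active means activation above the mean of all tested compounds plus 3 SD, cutoff set per screening run, cut at about 20% in these data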;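 further: peak over basal fluorescence ratio from a 100 s FLIPR kinetic read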
Active calls of the source: *; . = not tested or not shown.

smiles	MEKK3 PB1 HTS	PHOSPHO1 block	NALP1 yeast inh	MEKK2wt PB1 HTS	GPR7 antagonist	MEKK2mut PB1 HTS	OXTR agonist	V1aR counter	GalR3 antag
NS(=O)(=O)c1ccc(NC(=O)c2ccc(S(=O)(=O)N3CCOCC3)o2)cc1	73.0	41.2	.	81.0	-10.5	-32.0	1.4	-0.5	-5.5
CCOc1ccc(NC(=O)c2ccc(CSc3nnc(C)s3)cc2)cc1	99.0	36.3	7.3	90.0	7.5	-9.0	0.8	1.2	0.0
O=C(Nc1cccc(-c2ccc(F)cc2)c1)C1CCCN(Cc2cccnc2)C1 (configuration not stated)	96.0	31.3	24.0	104.0	21.1	-2.0	5.1	6.9	-3.9
C[C@](N)(Cc1ccc(O)c(O)c1)C(=O)O	110.0	10.9	21.4	104.0	-4.1	2.0	.	.	.
COC(=O)C1=C(C)N(C)C(=O)NC1c1cc2c(cc1[N+](=O)[O-])OCO2 (configuration not stated)	104.0	-16.9	11.5	101.0	2.2	4.0	-0.3	0.6	-4.7
CCC(=O)NC(=S)Nc1ccc(-c2nc3ccc(C)cc3s2)cc1	100.0	-11.4	24.8	91.0	-7.3	10.0	-0.9	0.4	0.4
CCCCc1cc(=O)oc2cc(C)cc(OCC(=O)NC(Cc3ccc(Cl)cc3)C(=O)O)c12 (configuration not stated)	100.0	18.7	-3.2	101.0	-4.9	3.0	0.6	0.9	-6.6
CC(C)Nc1nc(NC(C)C)nc(N(C)C(N)=O)n1	98.0	15.4	9.6	99.0	7.9	1.0	-2.4	-1.0	-5.6
CCCCS/C(N)=N/N=C/c1cc(C)ccc1O	105.0	3.4	4.8	104.0	6.7	4.0	-1.6	0.6	-5.3
Cc1cccc(CC(=O)Nc2ccc(C(=O)N3CCCCC3)cc2)c1	106.0	4.6	9.8	106.0	6.2	4.0	0.7	2.6	-3.4
COC(=O)C1CCN(C(=O)CC(NC(=O)C(F)(F)F)c2cccs2)CC1 (configuration not stated)	98.0	.	5.4	101.0	-14.3	-1.0	-0.4	0.8	-10.9
O=C(NCc1ccc[n+](CCCCS(=O)(=O)[O-])c1)c1ccc(OC(F)F)cc1	105.0	4.5	12.6	105.0	-2.5	2.0	1.2	1.0	.
COc1ccc(CNC(=O)C2CSC(=O)C2)cc1 (configuration not stated)	107.0	24.2	-3.7	108.0	0.5	-7.0	-0.8	0.5	0.7
O=C(CSc1nnc(-c2ccccc2)o1)NC1CCCCC1	106.0	12.2	1.0	104.0	-15.0	4.0	0.1	2.2	-3.4
CC(C)(C)Sc1ccc([N+](=O)[O-])cc1C(=O)Nc1ccncc1	99.0	20.3	16.3	96.0	-4.5	3.0	-2.6	-0.7	7.2
CCCCCC(=O)NC(NC(=S)Nc1ccc(S(N)(=O)=O)cc1)C(Cl)(Cl)Cl (configuration not stated)	104.0	32.5	-2.9	102.0	-1.2	5.0	6.7	-0.2	-3.7

Ordered by the number under MEKK3 PB1 HTS (high to low): some entries from above
compound	MEKK3 PB1 HTS
COc1ccc(CNC(=O)C2CSC(=O)C2)cc1 (configuration not stated)	107.0
CCCCS/C(N)=N/N=C/c1cc(C)ccc1O	105.0
COC(=O)C1CCN(C(=O)CC(NC(=O)C(F)(F)F)c2cccs2)CC1 (configuration not stated)	98.0

New compounds follow.
smiles	MEKK3 PB1 HTS	PHOSPHO1 block	NALP1 yeast inh	MEKK2wt PB1 HTS	GPR7 antagonist	MEKK2mut PB1 HTS	OXTR agonist	V1aR counter	GalR3 antag
CCCn1c(=C(C#N)C#N)s/c(=C2\C=Cc3ccccc3N2CC)c1=O	83.0	6.2	-15.7	85.0	-2.2	-10.0	.	.	4.6
CCOC(=O)Cc1nnc(NC(=O)CSc2ccc(C)cc2)s1	99.0	16.2	2.9	95.0	-2.8	-1.0	5.6	2.4	-6.8
COc1ccc(/C=C2\SC(=O)N(CC(=O)Nc3ccccc3O)C2=O)cc1OC	109.0	37.3	-1.6	110.0	-8.4	6.0	.	.	-2.1
Cc1ccc(NC(=O)Cn2c(-c3ccc(F)cc3)cnc2SCC(=O)Nc2c(C)cccc2C)cc1	97.0	-18.2	20.3	100.0	-1.5	1.0	-1.3	-0.3	-5.1
CC(=O)c1n[nH]nc1NC(=O)c1ccccc1	95.0	9.8	2.6	97.0	1.4	-1.0	-1.4	-0.4	-1.2
COC(=O)c1ccc(-c2ccco2)n1Cc1cccc(C)c1	100.0	5.9	4.0	90.0	-6.0	2.0	-3.0	-1.2	-6.6
COc1ccc(N2CCN(C(=O)c3cc(=O)c4ccc(C)cc4o3)CC2)cc1	104.0	.	7.7	105.0	0.4	3.0	-1.4	3.5	-10.1
COC(=O)C1CN(C(=O)COc2ccc(Cl)c(C)c2)c2ccccc2O1 (configuration not stated)	100.0	6.9	-0.8	101.0	7.6	-1.0	-0.7	-0.4	-11.4
CN(CC1CCCCO1)C(=O)c1cc(COc2ccc(F)cc2Cl)on1 (configuration not stated)	102.0	52.7	4.7	105.0	-11.4	9.0	-2.1	4.1	-3.6
COCCn1c(SCC(=O)NCc2ccco2)nc2cccnc21	100.0	40.9	7.2	101.0	-9.0	3.0	-0.5	0.3	0.1
c1ccc(C2c3c(ccc4ccccc34)Oc3ncn4nc(-c5ccco5)nc4c32)cc1 (configuration not stated)	104.0	-4.6	24.4	95.0	1.6	-1.0	-1.1	0.6	-6.8
Cc1ccc(NC(=O)CN(C)C(=O)CSc2ncc(C(F)(F)F)cc2Cl)cc1	104.0	-12.0	.	98.0	-15.9	-1.0	-1.7	-0.1	3.0
Cc1ccc(CNC(=O)C2CC(c3ccc(C(F)(F)F)cc3)=NO2)o1 (configuration not stated)	98.0	13.3	.	97.0	.	-2.0	4.7	7.0	-4.9
Cc1ccc(NC(=O)c2cc3ccccc3o2)cc1	100.0	39.0	8.6	107.0	-7.9	1.0	-2.2	-1.4	-4.0
O=C(O)c1ccc2c(c1Sc1ccccc1)C(=O)c1ccccc1C2=O	100.0	3.3	3.9	106.0	-16.0	2.0	-0.4	-0.1	-8.5
Cc1cccc(NC(=O)/C(C#N)=C\c2cc(C)n(-c3ccc(C(=O)O)cc3)c2C)c1	100.0	23.6	-4.9	100.0	-12.5	-1.0	-0.5	1.6	-4.4
COc1cc(O)c(C(CC(=O)N2CCCCC2)c2ccc3c(c2)OCO3)c(OC)c1 (configuration not stated)	122.0	26.5	9.1	140.0*	.	4.0	-0.6	-0.1	-1.5
O=C(CN(Cc1ccco1)C(=O)CCC(=O)Nc1ccccn1)NCCc1ccccc1	102.0	17.2	7.0	103.0	2.2	9.0	-0.5	0.1	1.5
Cc1ccc(/C(COc2ccccc2O)=N\O)cc1	100.0	3.3	48.9	97.0	1.5	3.0	2.1	1.2	-0.6
COc1cccc(N2CCN(S(=O)(=O)c3cc4c(cc3C)N(C)CCO4)CC2)c1	97.0	33.4	7.1	94.0	-0.2	-7.0	-0.6	1.3	.
CNc1nc(SCc2ccc(C)cc2)nc2c1CCCC2	105.0	22.4	99.4*	107.0	-2.3	10.0	-0.6	6.2	-3.8
Cc1ccc(C)c(S(=O)(=O)Nc2ccc(O)c(C(=O)O)c2)c1	85.0	21.0	3.3	90.0	-12.3	-4.0	1.4	0.8	-1.6
C/C(=N\NC(=O)COc1ccc(C)cc1C(C)C)c1cc2ccccc2o1	105.0	-13.9	16.5	100.0	-1.8	22.0	-0.3	-0.5	-7.0
CCn1c(=O)n(CC(=O)Nc2cccc(OC)c2)c(=O)c2ccccc21	105.0	14.0	14.6	104.0	-6.2	15.0	-0.4	1.0	-2.8

Part of the list above, reduced to PHOSPHO1 block.
| smiles | PHOSPHO1 block |
| --- | --- |
| C/C(=N\NC(=O)COc1ccc(C)cc1C(C)C)c1cc2ccccc2o1 | -13.9 |
| CCn1c(=O)n(CC(=O)Nc2cccc(OC)c2)c(=O)c2ccccc21 | 14.0 |
| Cc1ccc(/C(COc2ccccc2O)=N\O)cc1 | 3.3 |
| COc1cccc(N2CCN(S(=O)(=O)c3cc4c(cc3C)N(C)CCO4)CC2)c1 | 33.4 |
| CNc1nc(SCc2ccc(C)cc2)nc2c1CCCC2 | 22.4 |

Going on with the list:
smiles	MEKK3 PB1 HTS	PHOSPHO1 block	NALP1 yeast inh	MEKK2wt PB1 HTS	GPR7 antagonist	MEKK2mut PB1 HTS	OXTR agonist	V1aR counter	GalR3 antag
O=C(O)CCCC(=O)N1N=C(c2c(-c3ccccc3)c3cc(Cl)ccc3[nH]c2=O)CC1c1cccs1 (configuration not stated)	98.0	7.4	20.3	103.0	-7.6	1.0	-0.5	0.7	-0.2
CC(C)Oc1ccc(CCNC(=O)C2CCC(=O)N(C3CCCCCC3)C2)cc1 (configuration not stated)	101.0	15.9	-1.0	104.0	-2.9	6.0	0.0	0.9	-5.3
Cc1cc2ccccn2c1C(=O)c1ccc(F)cc1	107.0	32.3	10.7	105.0	-1.7	12.0	-2.8	-0.8	-1.1
CN1CCN(CC(=O)Nc2nc(-c3c[nH]c4ccccc34)cs2)CC1	102.0	-11.8	7.5	145.0*	7.5	29.0	2.5	1.8	-9.5
Cc1cccc(Oc2sc(C(=O)c3ccccc3)c(N)c2C#N)c1C	.	20.1	1.6	.	-7.0	.	4.4	2.2	-5.8
CCc1cc(/C(Cc2ccccn2)=N\O)c(O)cc1O	89.0	-2.0	-10.6	100.0	0.3	0.0	12.4	8.7	-3.1
O=C(NCCN1CCOCC1)N1c2ccccc2Sc2ccccc21	92.0	-15.0	3.1	92.0	-3.1	-9.0	-1.6	0.8	-1.4
COc1ccccc1C1C=C(c2ccc(Cl)cc2)Nc2nc(N3C(=O)CCC3=O)nn21 (configuration not stated)	100.0	14.8	-5.3	93.0	0.6	-2.0	-0.8	-1.2	-6.5
COC(=O)C1Cc2c([nH]c3ccccc23)C(C)N1 (configuration not stated)	101.0	35.2	24.3	100.0	-2.8	2.0	2.6	-0.2	-0.7
COc1ccccc1Cc1nnc(NC(=O)C2CCN(C(=O)c3ccco3)CC2)s1	94.0	22.8	-4.5	91.0	6.4	-2.0	3.1	14.4	-9.6
CCCn1c(=N)n(CC(O)COc2ccc(C)cc2)c2ccccc21 (configuration not stated)	95.0	23.1	16.3	95.0	8.0	-8.0	5.8	3.2	-2.8

Screening results: PubChem BioAssay, several laboratories
